DRD3 agonist – qHTS of D3 Dopamine Receptor Agonist: qHTS; max activation, %; hit rate 0.58% among 410,000; AID 652048, 2013; D(3) dopamine receptor (Homo sapiens), P35462; D3R DiscoveRx beta-arrestin cells, luminescence, 90 min; in the data active = max activation above about 30%; note: 0% is about no effect; mostly tested at two doses, the higher about 12 µM
Target sequence (P35462 whole entry, looked up): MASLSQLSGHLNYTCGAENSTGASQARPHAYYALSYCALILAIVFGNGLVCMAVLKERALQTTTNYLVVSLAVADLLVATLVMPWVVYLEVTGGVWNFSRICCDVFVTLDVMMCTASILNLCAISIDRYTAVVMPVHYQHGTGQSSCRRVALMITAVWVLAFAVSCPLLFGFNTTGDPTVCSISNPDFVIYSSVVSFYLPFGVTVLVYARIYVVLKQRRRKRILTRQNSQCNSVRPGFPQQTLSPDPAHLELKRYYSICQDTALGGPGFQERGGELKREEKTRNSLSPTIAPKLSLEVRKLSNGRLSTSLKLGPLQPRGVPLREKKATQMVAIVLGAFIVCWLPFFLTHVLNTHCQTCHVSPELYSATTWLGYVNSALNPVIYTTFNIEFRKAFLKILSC
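Cells at 1500/well, incubated overnight, then treated with pinned compounds (dopamine as control) for 90 min at 37 degrees C. DiscoveRx reagent added for 30 - 60 minutes at room temperature; luminescence read.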
TDP-43 yeast inh – qHTS of TDP-43 Inhibitors | Potency, µM (titrated, usually from 46.1 µM), for inactives: at the top dose growth rescue (activation), most hits filed as activators | AID 652104, 2013 | hit rate 1.8% among 410,000 | TDP-43 expressing yeast growth rescue, BacTiter-Glo, 24 h; note: potency is the fitted concentration of half-maximal effect; % of control where 0% means no effect; nearly all actives have a fitted effect of over 50% in size
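Luminescence from BacTiter-Glo reports growth of TDP-43-expressing yeast after 24 hr at 30 deg C with compound. Cells were raffinose-pregrown to mid-log, then seeded in galactose medium at OD600=0.02.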
aSyn yeast inh – qHTS of alpha-syn Inhibitors. Potency, µM (highest dose often 46.1 µM), for inactives: at the highest dose growth rescue (activation), hits mostly activators. Yeast expressing alpha-synuclein, growth rescue, BacTiter-Glo, 24 h. hit rate 0.14% among 370,000. AID 652106, 2013; note: potency is the fitted concentration of half-maximal effect; % of control where 0% means no effect; nearly all actives have a fitted effect of over 65% in size
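Rescue of yeast growth: cells expressing toxic alpha-synuclein, induced in galactose at OD600 0.02, incubated with compound 24 h at 30 C. ATP luminescence quantified growth; inhibitors of toxicity appear as activators.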
DRD3 antagonist – qHTS of D3 Dopamine Receptor Antagonist: qHTS; D(3) dopamine receptor (Homo sapiens), P35462; D3R cells, DiscoveRx beta-arrestin luminescence, antagonist mode; active compounds read low; max response, negative = inhibition, %; hit rate 2.5% among 360,000; in the data active = max response below about -50%; inconclusive = no clear call, values can overlap the other calls; note: % is set by controls: 0 for no effect and ±100 for the full control effect; mostly tested at two doses, the higher about 12 µM
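Cells expressing the human receptor were seeded at 1500 cells/well, incubated overnight at 37 degrees C in 5% CO2, then exposed to library compounds with dopamine controls for 90 minutes at 37 degrees C before luminescent detection.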
GLP-1R inv ag – qHTS of GLP-1 Receptor Inverse Agonists (Inhibition Mode) | Glucagon-like peptide 1 receptor (Homo sapiens), P43220 | HEK293 GLP-1R CRE-luciferase, luminescence, 24 h; GLP-1R form is constitutively active | Potency, µM (doses to about 38.3 µM), inactives show top-dose activity change, negative = inhibition, usual class: inhibitors | hit rate 1.6% among 410,000 | AID 624417, 2012; note: potency is the fitted concentration of half-maximal effect; % is set by controls: 0 for no effect and ±100 for the full control effect; nearly all actives have a fitted effect of over 55% in size
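Assay principle: reduced luminescence from a cAMP-responsive reporter in HEK293 cells co-expressing a constitutively active GLP-1R. Conditions: 24 hr compound incubation, 37 deg C, 5% CO2.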
GLP-1R agonist – qHTS of GLP-1 Receptor Agonists; Glucagon-like peptide 1 receptor (Homo sapiens), P43220; HEK293 GLP-1R CRE-luciferase, luminescence, 4-6 h; cells express a hypersensitive GLP-1R form; AID 624172, 2012; hit rate 0.007% among 380,000; Potency, µM (highest dose often 45.6 µM), inactives show at the highest dose activation, hits mostly activators; note: potency is the fitted concentration of half-maximal effect; % of control where 0% means no effect
KB-V1 cytotox – qHTS assay for MDR1-selective chemotherapeutics: Primary screen using the drug-selected MDR subline cells KB-V1 | Potency, µM (series often up to 46.1 µM), without a hit: top-dose activity change, negative = cytotoxicity, hits mostly cytotoxic | KB-V1 MDR cells viability, CellTiter-Glo, 72 h | hit rate 3.4% among 400,000; note: potency is the fitted concentration of half-maximal effect; % is set by controls: 0 for no effect and ±100 for the full control effect; nearly all actives have a fitted effect of over 60% in size
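Potencies derive from concentration-effect curves fitted to normalized luminescence (CellTiter-Glo) of KB-V1 cells treated for 72 h at 37 degrees C in phenol-red-free DMEM containing 10% FBS.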
HEK293 tox – qHTS of GLP-1 Receptor Inverse Agonists: Cytotox Screen | Potency, µM (top dose mostly 38.3 µM), without a hit: top-dose activity change, negative = inhibition, hits mostly inhibitors | hit rate 0.13% among 410,000 | HEK293 cAMP-luciferase reporter cells, luminescence, 24 h;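 note: loss of luciferase light is scored as toxicity; potency is the fitted concentration of half-maximal effect; % is set by controls: 0 for no effect and ±100 for the full control effect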
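Luminescence readout: signal drop marks cytotoxicity. Plated cells grew 12 h at 37 °C, 5% CO2, received 23 nL compound for 24 h, then got luciferase reagent, read after 12 min at RT.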
PTHR1 ag – qHTS for PTHR1 Agonists: Primary Screen. HEK293 GP2 PTHR1 cells, GloSensor cAMP luminescence, 1 h. Potency, µM (series often up to 115 µM), without a hit: top-dose activation, most hits filed as activators. hit rate 0.075% among 410,000. AID 743266, 2014; note: potency is the fitted concentration of half-maximal effect; nearly all actives have a fitted effect of over 55% in size; some results filed as inactive show a strong effect at the top dose; inactives centre near -15; many of its hits are not listed in these tables
Target sequence (Q03431 whole entry, looked up): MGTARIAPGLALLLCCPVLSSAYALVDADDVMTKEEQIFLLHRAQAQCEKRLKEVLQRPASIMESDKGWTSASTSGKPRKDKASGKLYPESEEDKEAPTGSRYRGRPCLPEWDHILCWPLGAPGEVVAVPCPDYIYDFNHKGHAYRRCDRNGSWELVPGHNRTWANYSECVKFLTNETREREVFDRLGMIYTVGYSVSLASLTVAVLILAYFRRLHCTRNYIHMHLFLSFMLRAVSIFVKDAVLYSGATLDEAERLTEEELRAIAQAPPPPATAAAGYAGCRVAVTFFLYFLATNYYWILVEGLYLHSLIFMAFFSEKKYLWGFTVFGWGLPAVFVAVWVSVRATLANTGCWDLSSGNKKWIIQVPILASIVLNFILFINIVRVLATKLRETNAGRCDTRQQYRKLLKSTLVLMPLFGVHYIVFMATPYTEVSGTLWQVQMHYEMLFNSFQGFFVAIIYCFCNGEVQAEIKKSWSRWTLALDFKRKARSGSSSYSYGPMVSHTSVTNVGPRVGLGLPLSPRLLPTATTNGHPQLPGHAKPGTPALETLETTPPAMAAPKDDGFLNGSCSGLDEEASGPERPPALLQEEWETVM
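HEK-293-derived GP2 cells expressing PTHR1 and a GloSensor cAMP reporter, 3,000/well, plated overnight, given luciferin plus IBMX (each 0.5 mM as added) for 1 h at 37 °C, then compound for 1 h at 37 °C. Luminescence was read after 15 min at room temperature.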
* hit, by the source's call; i = inactive; ? = inconclusive; / = no result given; & = joins results of further samples; ! = not confirmed by another sample; [ ] = remark or other dose. Unless noted, calls come from the whole dose curve; as a rule, active = well fitted curve in the direction sought with a large enough effect; inconclusive = small, poorly fitted or top-dose-only effect, or another doubt; inactive = no such curve, though single readings can be large; an effect the other way counts as inactive or inconclusive. A portion of the library (hit frequency here may not be typical).

molecule,HEK293 tox,GLP-1R inv ag,DRD3 agonist,PTHR1 ag,TDP-43 yeast inh,aSyn yeast inh,GLP-1R agonist,KB-V1 cytotox,DRD3 antagonist
CCN(CC)c1nc2c(C)cccn2c(=O)c1C=C1C(=O)NC(=O)NC1=O,-2%,37%[activator],4,-10%,-19%[9.22 µM],-1%,10%,4%,-9
C[C@H]1CN([C@@H](C)CO)C(=O)CCCn2nncc2CO[C@H]1CN(C)C(=O)Nc1ccc(N2CCCCC2)cc1,5%,-6%,-11,i,18%,0%,-3%,11%,3
Cc1cccc(C(=O)N2CCC(=O)N(C(COCc3cccc(Cl)c3)Cc3ccccc3)CC2)c1 (configuration not stated),-8%,8.9µM*,0,i,?,27%,4%,8%,-1
CCC(=NCc1cc(OC)cc(OC)c1)c1c(O)n(C2CCCCC2)c(=O)[nH]c1=O,-16%,?,6,-38%[inhibitor],25%,-12%,10%,?,0
CC(=NCc1ccc(F)cc1)c1c(O)n(C)c(=O)n(C)c1=O,-5%,8%,2,-12%[57.5 µM],?,2%,4%,?,60
CC(=O)NC(Cc1ccc(N(CCCl)CCCl)cc1)C(=O)NC(CC(C)C)C(=O)O (configuration not stated),-1%,-15%,8,i,-20%,-6%,3%,3%,-5
CC(=O)C12CC(C)=C(C)CC1CC1C3CCC4=CC(=O)CCC4(C)C3CCC12C (configuration not stated),10%,5%,-6,-28%,9%,0%,3%,?,0
O=C(COC(=O)Cc1ccccc1)Nc1cc(S(=O)(=O)N2CCCCC2)ccc1Cl,-6%,-18%,2,-12%,?,1%,14%,-13%,-9
CCC(=NCCc1c[nH]c2ccccc12)c1c(O)n(C)c(=O)n(C)c1=O,-8%,0%,65*,-93%[inhibitor],-20%,9%,8%,?,29
Cc1[nH]c2ccc(OC(F)(F)F)cc2c1CCNCc1cccc([N+](=O)[O-])c1,?,?,-19,-12%,-2%,-21%,10%,?,-64*
NCCc1nc2ccccc2s1,4%,4%,2,-22%,-1%,1%,-1%,?,1
O=NN1CCCCC1,2%,1%,14,-30%,0%,3%,-1%,13%,16
N[C@@H]1CC[C@@]2(O)[C@H]3Cc4ccc(O)c5c4[C@@]2(CCN3CC2CC2)C1O5 (some centres not stated),-18%,?,7,-25%,0%,-5%,1%,0%,0
Oc1ccc2ccccc2c1CN1CC=C(c2ccccc2)CC1,18%,-3%,-12,i,22%,13%,9%,-19%,?
O=[N+]([O-])c1cccc(NP(=O)(N2CC2)N2CC2)c1,-14%,-13%,4,i,-9%,7%,2%,0%,2
Cc1ccc(NC(=O)c2nc(S(=O)(=O)Cc3ccc(F)cc3)ncc2Cl)cc1C,?,?,-23,-37%[inhibitor],?,/,/,/,/
CC(=O)c1ccc(N/N=C(/C(N)=O)C2=NC(C)(C)Cc3ccccc32)cc1,?,?,5,-29%,15%,0%,-1%,12µM*,17
COC(=O)C1=C(c2cccc(OCc3ccccc3)c2)C[C@@H]2CC[C@H]1N2C(=O)NCc1ccc(F)cc1,11%,-5%,-3,i,23%,-13%,3%,?,0
Nc1cccc(Nc2nc(OC(C(F)(F)F)C(F)(F)F)nc(OC(C(F)(F)F)C(F)(F)F)n2)c1,?,4.5µM*,7,-30%[57.5 µM],-8%,-16%,-26%,23µM*,-23
CC1CN1P(=O)(Oc1ccc2ccccc2c1)N1CC1C (configuration not stated),0%,2%,-7,i,9%,3%,-1%,/,-11

Next section.
molecule,HEK293 tox,GLP-1R inv ag,DRD3 agonist,PTHR1 ag,TDP-43 yeast inh,aSyn yeast inh,GLP-1R agonist,KB-V1 cytotox,DRD3 antagonist
C=C1C2C[C@H](O)C(C)(C)[C@@]2(O)[C@H](O)C[C@]23C[C@@](C)(O)[C@H](CC[C@H]12)[C@H]3OC(C)=O (some centres not stated),5%,7%,-11,-10%,11%,6%,-2%,-2%,6
COCCNC(=O)Cn1cc(/C=C2\C(=O)NC(=O)N(c3cccc(C)c3C)C2=O)c2ccccc21,3%,29%,-3,-52%[inhibitor],-6%,1%,0%,5%,?
CCOc1ccc(N=Cc2c(O)n(C(C)(C)C)c(=O)[nH]c2=O)cc1,58%[activator],-8%,3,-29%,25%,3%,-2%,?,21
COc1ccc(SC[C@H](C)CN2CC[C@H](C(C)(C)C)CCC2=O)cc1,?,?,6,-67%[inhibitor],20%,-10%,3%,15µM*!,17
COc1ccc(CCNCc2ccccc2F)cc1OC,3%,-7%,-15,-6%[57.5 µM],0%,1%,5%,9%,-25
Cc1[nH]n(-c2ccccc2)c(=O)c1C(c1cccc([N+](=O)[O-])c1O)c1c(C)[nH]n(-c2ccccc2)c1=O,-18%,0%,-11,-25%,2%,10%,-2%,-10%,-70*
O=C(O)CP(=O)(O)c1ccc(Cl)cc1,1%,2%,-5,i,-23%,-4%,-6%,-1%,0
O=C(/C=C/c1ccc(Cl)cc1)NC(=S)N1C[C@H]2C[C@H](C1)c1cccc(=O)n1C2,0%,9%,-5,-22%,10%,7%,-2%,?,-4
Cc1cc(=O)oc2cc(OCC(=O)N3C[C@H]4C[C@@H](C3)c3cccc(=O)n3C4)c(Cl)cc12,2%,22%,19,-25%,5%,?,3%,-2%,-18
O=C(O)CCCOc1ccc(Cl)cc1Cl,3%,6%,-16&-4,1%,?,-8%,1%,3%,10
CC(=O)[C@H]1CCC2C3CC[C@H]4C[C@@H](O)CC[C@]4(C)C3CC[C@@]21C (some centres not stated),4%,0%,1,i,0%,-21%,-3%,?,17
CCCCC(C)C(OC(=O)CC(CC(=O)O)C(=O)O)C(CC(C)CC(O)CCCCC(O)CC(O)C(C)N)OC(=O)CC(CC(=O)O)C(=O)O (configuration not stated),29%,33%,7,-13%,-24%,-10%,-4%,4%,-17
COc1ccc(C(O)c2cc(OC)ccc2OP(=O)(N(C)C)N(C)C)cc1 (configuration not stated),-9%,5%,-5,i,-1%,-3%,-2%,-2%,7
Cc1ccc(P(=O)(O)c2ccc(C)cc2)cc1,-3%,-31%,-9,i,-38%[inhibitor],-3%,-11%,0%,-20
Cc1cc(N2CCNCC2)nc2ccccc12,4%,?,-17,i,-3%,12%,13%,-6%,-9
Cc1cc2ccccn2c1C(C[N+](=O)[O-])c1c(F)cccc1Cl (configuration not stated),?,?,-19,-54%[inhibitor],-9%,-9%,-5%,-20%,-52*
Cc1ccc(C(=O)n2c(N)nc3ccccc32)cc1,-6%,?,5,-32%,-8%[0.397 µM],-26%,-1%,?,20
CN(C)CCc1nn[nH]n1,2%,-18%,-3,i,-13%,3%,-6%,8%,15
CCOc1ccc(Nc2nc(N)c(C(=O)c3ccccc3Cl)s2)cc1,?,?,70*,i,35µM*,/,/,/,/
CNCCc1nc(N)n[nH]1,-17%,0%,-2,i,4%,0%,3%,18%,32

Entries from the list above containing a CF3 group:
molecule,HEK293 tox,GLP-1R inv ag,DRD3 agonist,PTHR1 ag,TDP-43 yeast inh,aSyn yeast inh,GLP-1R agonist,KB-V1 cytotox,DRD3 antagonist
Cc1[nH]c2ccc(OC(F)(F)F)cc2c1CCNCc1cccc([N+](=O)[O-])c1,?,?,-19,-12%,-2%,-21%,10%,?,-64*
Nc1cccc(Nc2nc(OC(C(F)(F)F)C(F)(F)F)nc(OC(C(F)(F)F)C(F)(F)F)n2)c1,?,4.5µM*,7,-30%[57.5 µM],-8%,-16%,-26%,23µM*,-23

Continued:
molecule,HEK293 tox,GLP-1R inv ag,DRD3 agonist,PTHR1 ag,TDP-43 yeast inh,aSyn yeast inh,GLP-1R agonist,KB-V1 cytotox,DRD3 antagonist
COCCNC(=O)N1[C@H]2CC[C@@H]1C(C(=O)OC)=C(c1ccc(-c3ccccc3)c(F)c1)C2,4%,?,-11,-15%,18%,16%,-6%,-14%,-2
C=CCN1C(=O)/C(=C/c2ccc(Br)s2)C(=O)NC1=S,-22%,-9%,7,i,-23%,-60%[inhibitor],-15%,3%,-1
COc1ccc(OC)c2c1C(=O)CC2C (configuration not stated),4%,44%[activator],-4,i,18%,-4%,12%,?,-23
CCCOP(=O)(OCCC)C(NC(=O)c1cc(OC)c(OC)c(OC)c1)c1ccccc1 (configuration not stated),-9%,-23%,-3,-40%[inhibitor],1%,-5%,12%,?,10
CN1CCN(Cc2nc3ccccc3n2C)CC1,-15%,-12%,2,i,0%,-3%,-7%,14%,-16
OC1/C(=C/c2ccccc2F)N2CCC1CC2 (configuration not stated),-4%,7%,6,-8%,7%,0%,0%,-2%,5
O=C(C[N+]12CCC(CC1)C(CO)C2)c1ccc([N+](=O)[O-])cc1 (configuration not stated),2%,6%,0,i,9%,-1%,-4%,-24%,13
O=C(Nc1ccc(Br)cc1)c1cccc(S(=O)(=O)N2CCc3ccccc32)c1,-3%,2µM*,-15,-7%,-6%,/,/,-25%,/
COc1cccc(CNC(=O)c2cc3c(-c4ccccc4F)nn(C)c3s2)c1,-3%,?,0,i,?,/,/,?,/
Cc1cc(C)c(C)c(C(O)(C(=O)O)c2ccccc2)c1C (configuration not stated),1%,12%,1,i,15%,0%,-10%,-3%,6
CCOc1ccc(C(C)=O)cc1Cc1c(O)[nH]c(=S)[nH]c1=O,4%,3%,-7,-16%,-16%,-7%,-3%,2%,-15
COc1nc(NCC2CCCO2)nc(N2CC3CC(C2)c2cccc(=O)n2C3)n1 (configuration not stated),0%,9%,4,i,6%,-1%,2%,-6%,7
CCCCn1c(O)c(C=NC2CCCCC2N)c(=O)[nH]c1=O (configuration not stated),-4%,-11%,-6,i,0%,1%,-13%,0%,-20
CN1CCN(c2cc(N3CCCCCC3)c(F)cc2[N+](=O)[O-])CC1,-3%[1.53 µM],?,-28,i,3%,-1%,16%,?,?
